RBX1-CUL1 inh: human ROC1-CUL1 E3 ligase inhibition | 140,000 compounds, 0.6% hits | in vitro K48 di-Ub FRET, acceptor:donor ratio, 45 min | P62877+Q13616 | inhibition, % at 10 µM; in the data active = inhibition above about 25%
Target sequence (P62877 whole entry, looked up): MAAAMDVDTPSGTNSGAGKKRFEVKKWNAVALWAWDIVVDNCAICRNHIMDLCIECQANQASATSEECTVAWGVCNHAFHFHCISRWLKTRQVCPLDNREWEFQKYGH
Target sequence (Q13616 whole entry, looked up): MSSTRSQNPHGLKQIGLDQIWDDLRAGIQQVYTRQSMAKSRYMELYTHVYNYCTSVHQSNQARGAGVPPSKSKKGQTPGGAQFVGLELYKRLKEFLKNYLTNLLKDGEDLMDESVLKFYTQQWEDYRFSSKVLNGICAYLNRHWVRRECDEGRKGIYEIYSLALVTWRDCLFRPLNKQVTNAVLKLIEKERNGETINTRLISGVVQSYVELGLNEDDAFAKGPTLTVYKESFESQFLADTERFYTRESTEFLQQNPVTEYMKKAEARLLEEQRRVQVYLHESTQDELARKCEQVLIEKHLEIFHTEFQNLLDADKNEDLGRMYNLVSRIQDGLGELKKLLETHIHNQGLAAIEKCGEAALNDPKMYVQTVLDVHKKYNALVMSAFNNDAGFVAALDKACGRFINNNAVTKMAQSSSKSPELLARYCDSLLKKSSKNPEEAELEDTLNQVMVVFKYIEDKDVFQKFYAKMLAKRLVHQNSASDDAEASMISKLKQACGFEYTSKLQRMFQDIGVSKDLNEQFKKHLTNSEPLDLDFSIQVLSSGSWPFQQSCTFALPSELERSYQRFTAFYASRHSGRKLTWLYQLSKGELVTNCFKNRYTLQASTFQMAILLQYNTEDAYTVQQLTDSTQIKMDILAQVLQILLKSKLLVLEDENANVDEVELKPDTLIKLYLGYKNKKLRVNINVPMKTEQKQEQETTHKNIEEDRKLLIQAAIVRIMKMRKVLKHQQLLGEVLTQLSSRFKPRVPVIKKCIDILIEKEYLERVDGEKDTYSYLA
An asterisk follows results filed as active. These rows are one share of the data. The share of hits here may be higher or lower than overall.

SMILES | RBX1-CUL1 inh
COc1ccc(-n2nnnc2CC=Nc2ccc(Cl)cc2C(=O)c2ccccc2)cc1 | -0.9
Cn1ccc(C(=O)N2CCCc3ccccc32)n1 | 0.5
COc1cc(C=Nc2ccc3[nH]c(=O)[nH]c3c2)cc(Br)c1OC(C)=O | -0.9
COC1CCCN(c2ccc(-c3nc(-c4ccccc4C)no3)cn2)C1 (stereo not drawn) | 0.6
C=CCn1nnc(NC(=O)c2ccc(CC)cc2)n1 | -5.8
Cn1c(SCC(N)=O)nnc1-c1ccccc1Cl | 1.8
COc1ccccc1NC(=O)CSc1nnc(-c2ccc(Br)cc2)n1N | -3.6
N#Cc1c2n(c3c(=O)n(Cc4ccc(Cl)cc4)cnc13)CCCC2 | 7.3
COc1ccccc1C(=O)Nc1cc(C)on1 | -3.4
Cn1cccc1/C=N/Nc1ccc(Cl)cc1 | -4.3
Cc1nc(CCNC(=O)c2cc(-c3ccc(C)s3)[nH]n2)cc(=O)[nH]1 | 6.3
Cc1ccc(NC(=O)C(c2ccncc2)N(C)C(=O)CNC(=O)c2ccccc2)cc1 (stereo not drawn) | -4.6
CCC(C(=O)Nc1nc2ccccc2s1)(C(F)(F)F)C(F)(F)F | 2.6
O=C(NCc1ccc2c(c1)OCO2)C1COc2ccccc2O1 (stereo not drawn) | 7.8
COc1ccc(C(C)(C)C)cc1NC(=O)c1ccc(C)s1 | 3.8
CCOCc1nnc(NC(=O)Cc2ccc(C)cc2)s1 | 7.2
Nc1nc(-c2ccc(Cl)cc2)nn1S(=O)(=O)c1ccccc1 | -6.0
CC(C)(C)C(/C=C/c1ccc(Cl)cc1Cl)N=C1NC(=S)N(Cc2ccccc2)C12CCCCC2 (stereo not drawn) | -3.8
CC1=CN2C(=O)NC(C(F)(F)F)(C(F)(F)F)N=C2S1 | -1.6
CCOC(=O)C1(c2ccccc2)NN=C(c2cccc3ccccc23)S1 (stereo not drawn) | -2.0
Cc1ccc(-c2ccccc2)n1-c1ccc(Cl)c(C(=O)O)c1 | 0.8
CCOC1=NC(=Cc2ccc(N(C)C)cc2)C(=O)S1 | 7.9
NS(=O)(=O)c1ccc(CCNC(=O)C2CCN(c3ncnc4c3nc3n4CCCCC3)CC2)cc1 | -2.3
Cc1nc2ccc(S(=O)(=O)CCC(=O)Nc3ccc(C)c(C)c3)cc2s1 | 2.7
COc1cc2c(=O)c(S(=O)(=O)c3ccc(C)cc3)cn(Cc3cccc(C)c3)c2cc1OC | -10.0
CCN1CCN(C2(C(=O)NCCc3ccccc3F)Cc3ccccc3C2)CC1 | 3.0
CSc1ccc(CCNC(=O)c2cc(C)nc3c2c(C)nn3-c2ccccc2)cc1 | 8.7
Cn1nccc1/C=N/NC(=O)c1nn(C23CC4CC(CC(C4)C2)C3)cc1[N+](=O)[O-] | 3.6
Nc1nonc1-c1nc2ccccc2n1CC(=O)Nc1ccc2c(c1)COC2=O | -6.2
COc1cccc(C(=O)NCc2ccc(-c3nc4ccccc4s3)cc2)c1 | -11.7

Some of the entries above in another layout.
| RBX1-CUL1 inh | molecule |
| --- | --- |
| 7.9 | CCOC1=NC(=Cc2ccc(N(C)C)cc2)C(=O)S1 |
| -2.3 | NS(=O)(=O)c1ccc(CCNC(=O)C2CCN(c3ncnc4c3nc3n4CCCCC3)CC2)cc1 |

(cont.)
SMILES | RBX1-CUL1 inh
Cc1c(Cl)cccc1-c1ccc(C(=O)O)o1 | 1.5
O=[N+]([O-])c1cnc(Sc2ccncn2)s1 | 2.0
C=C(C)CN1N=C(C)Cn2c1nc1c2c(=O)n(C/C=C/C)c(=O)n1C | -1.8
CCNC(=O)C1CC(=O)N(c2cccc(C)c2)C1 (stereo not drawn) | -7.6
CCOC(=O)CN1CCN(Cc2cccc(Cl)c2)CC1 | 9.5
CCOC(=O)C(NC(=O)c1ccccc1)(Nc1nnc(C)s1)C(F)(F)F (stereo not drawn) | 6.8
CCOC(=O)c1c(NC(=O)Nc2ccc(F)cc2)sc(C(=O)N(C)C)c1C | -2.9
CC(C)Oc1ccc(C(=O)NCCc2csc(-c3cccc(F)c3)n2)cc1 | -0.7
O=C(COC(=O)c1ccccc1C(=O)c1ccc(-c2ccccc2)cc1)c1ccc(Cl)cc1 | -3.9
Cc1cccc(C)c1NC(=O)CN1C(=O)CCSc2ccc(S(=O)(=O)N3CCCC3)cc21 | -1.1
O=C(CN1CCN(c2ccccc2F)CC1)Nc1ccccc1F | -2.5
Cc1[nH]c2ccc3ncccc3c2c1C | -11.7
CC1C(=NC2(c3nnnn3-c3ccc(Br)cc3)CCCCC2)C(=O)N(c2ccccc2)N1C (stereo not drawn) | -1.4
COC(=O)c1ccc(C(=O)N2CCOC(Cc3cccc(F)c3)C2)cc1 (stereo not drawn) | -3.1
CCOC(=O)CC1CCCCN1Cc1nc(N2CCCN(C(C)=O)CC2)c2cccc(C)c2n1 (stereo not drawn) | -4.5
c1ccc(-c2cccc(-c3ccn(CCN4CCCCC4)n3)c2)nc1 | -2.6
COc1ccccc1NC(=O)CN(C)S(=O)(=O)c1cccc2cccnc12 | -7.5
COc1ccc2c(c1)c1c(c(=O)n(Cc3ccccc3)c(=O)n1Cc1ccc(C)cc1)n2C | -5.7
O[C@@H]1CN(Cc2ccc(Cl)cc2)CC[C@H]1N1CCN(c2ccccn2)CC1 | -18.3
Nc1nonc1-c1noc(-c2ccccc2Br)n1 | -8.2
COc1cc(OC)cc(C(=O)NCc2ccc(Cl)c(Cl)c2)c1 | 5.2
Cn1cc(CN2CCN(C(=O)c3ccco3)CC2)c(-c2ccc3c(c2)OCCO3)n1 | -2.3
CN1CCC(N(C)C(=O)CCC2CCCN(C(=O)CN3CCCCC3=O)C2)CC1 (stereo not drawn) | 0.3
COc1cccc(-c2ccc(NC(=O)C3CCCN3Cc3cccnc3)cc2)c1 (stereo not drawn) | 1.9
Cc1nccn1CCN(C)C(=O)c1cc(COc2ccc3c(c2)OCO3)[nH]n1 | 6.8
O=C(CCCCCCN1C(=O)c2ccccc2C1=O)Nc1ccccc1Br | 4.2
CCCCc1ccc(C(=O)Nc2ccc(N3CCOCC3)c3c2C(=O)c2ccccc2C3=O)cc1 | -6.4
Cc1ccc2oc(=O)c3cnn(CC(=O)NCc4ccccc4Cl)c3c2c1 | -4.8
Cc1ccc(C)c(/C=C2\N=C(c3ccco3)OC2=O)c1 | -7.1
C(=C\c1n[nH]c2c1CN(c1cc(-n3cccn3)ncn1)CC2)/c1ccccc1 | 12.0
NC(=O)c1ccc(Cl)nc1Cl | 12.3
O=C(CC1NC2CCCCC2NC1=O)Nc1ccccc1Cl (stereo not drawn) | -6.6
CCN1CCN(C(c2ccccc2Cl)C2C(=O)C=C(C)N(Cc3ccco3)C2=O)CC1 (stereo not drawn) | 2.6
CSc1nc2sc3c(c2c(=O)n1-c1ccc(F)c(Cl)c1)CCN(C(C)=O)C3 | -5.8
CN1CCN(C(=O)CCC(=O)O)CC1 | -5.7
O=C(N=c1scc(-c2ccc(Br)cc2)n1CCO)c1ccccc1 | 1.9
Cc1ccc(N2C(=O)C3N=NN(CC(=O)N4N=C5/C(=C/c6ccccc6)CCCC5C4c4ccccc4)C3C2=O)cc1 (stereo not drawn) | 0.2
CC(C)=CCN1CCN(Cc2ccco2)CC1CCO (stereo not drawn) | -11.8
CCOC(=O)C(=O)Nc1cc(C)cc(C)c1 | -13.8
Cc1cn2c3c(=O)n(CC(C)C)c(=O)n(C)c3nc2n1Cc1ccco1 | -1.0
CCCCC12C(=O)N(c3ccccc3)C(c3ccccc3)(c3ccccc31)N(c1ccccc1)C2=O | -4.2
Cc1cccc(/C=C2\CCC(=C3SCCS3)C2=O)c1 | -6.8
CCCCCN=C(C)C1C(=O)N(c2ccc([N+](=O)[O-])cc2)N=C1C (stereo not drawn) | -7.1
CCc1nnc(NC(=O)CCN2C(=O)/C(=C/c3ccccc3Cl)SC2=S)s1 | -1.3
CCOc1ccc(C(F)(F)F)cc1NS(=O)(=O)c1ccc(NC(C)=O)cc1 | -7.9
OC(CC(O)c1ccccc1)CN1CCOCC1 (stereo not drawn) | 5.1
Cc1c(N=NC2C(=O)NN(c3ccccc3)C2=O)c(=O)n(-c2ccccc2)n1C (stereo not drawn) | 0.8
COC(=O)c1ccc(C2c3c(n[nH]c3-c3ccc(CC(C)C)cc3)OC(=N)C2C#N)cc1 (stereo not drawn) | -5.0
CN(C(=O)CC1(c2ccccc2)CC(=O)N(CCCOc2cccnc2)C1=O)C(C1CC1)C1CC1 (stereo not drawn) | 0.6
COC(=O)c1ccc(-c2noc(CN3CCN(c4ccccc4F)CC3)n2)cc1 | -6.8
Cc1cccnc1NC(=S)NC(=O)c1ccccc1 | -3.5
FC(F)(F)c1c(-c2nnnn2-c2ccc(Cl)cc2)cnn1-c1ccc(Cl)cc1 | 0.1
CCOC(=O)c1c(-c2ccccc2)oc2cc(Br)c(OCc3ccccc3)cc12 | 24.9
C=CCN(CC=C)C(=O)c1sc2ccccc2c1Cl | 4.5
COc1cc(CC2(CCC(=O)NCC3C4CC5CC(C4)CC3C5)CCC(=O)N2)ccc1F (stereo not drawn) | 5.3
N#CCN(CC#N)C(=O)Cc1coc2ccc3ccccc3c12 | 3.6
O=C(Cn1c(=O)cnc2ccccc21)c1ccc(Cl)cc1 | -9.5
CC(=O)N1c2ccc(S(=O)(=O)N3CCCCCC3)cc2CC1C(=O)NCc1cccc(C)c1 (stereo not drawn) | -0.3
Cc1ccc(C)c(OCC(=O)Nc2ccc(S(=O)(=O)Nc3onc(C)c3C)cc2)c1C | -3.8
CCN(CC)S(=O)(=O)c1cc(C(=O)N2c3ccccc3Sc3ccccc32)ccc1Br | -3.5

Twelve compounds already listed, ordered by heavy-atom count, low to high.
SMILES | RBX1-CUL1 inh
OC(CC(O)c1ccccc1)CN1CCOCC1 (stereo not drawn) | 5.1
C=CCN(CC=C)C(=O)c1sc2ccccc2c1Cl | 4.5
O=C(Cn1c(=O)cnc2ccccc21)c1ccc(Cl)cc1 | -9.5
N#CCN(CC#N)C(=O)Cc1coc2ccc3ccccc3c12 | 3.6
CCCCCN=C(C)C1C(=O)N(c2ccc([N+](=O)[O-])cc2)N=C1C (stereo not drawn) | -7.1
CCc1nnc(NC(=O)CCN2C(=O)/C(=C/c3ccccc3Cl)SC2=S)s1 | -1.3
FC(F)(F)c1c(-c2nnnn2-c2ccc(Cl)cc2)cnn1-c1ccc(Cl)cc1 | 0.1
Cc1c(N=NC2C(=O)NN(c3ccccc3)C2=O)c(=O)n(-c2ccccc2)n1C (stereo not drawn) | 0.8
Cc1ccc(C)c(OCC(=O)Nc2ccc(S(=O)(=O)Nc3onc(C)c3C)cc2)c1C | -3.8
COc1cc(CC2(CCC(=O)NCC3C4CC5CC(C4)CC3C5)CCC(=O)N2)ccc1F (stereo not drawn) | 5.3
CC(=O)N1c2ccc(S(=O)(=O)N3CCCCCC3)cc2CC1C(=O)NCc1cccc(C)c1 (stereo not drawn) | -0.3
CN(C(=O)CC1(c2ccccc2)CC(=O)N(CCCOc2cccnc2)C1=O)C(C1CC1)C1CC1 (stereo not drawn) | 0.6

(list continues)
SMILES | RBX1-CUL1 inh
CC1=NN(C(=O)c2nn(C)cc2I)C(O)(C(F)(F)F)C1 (stereo not drawn) | -1.9
Cc1ccc(C)c(Cn2c(=O)c3c(nc4n3CCN4c3ccc(F)cc3)n(C)c2=O)c1 | 4.5
CCc1ccccc1NC(=O)CSc1nnc2ccc3ccccc3n12 | -1.8
CC(=O)Oc1ccc2c(c1)c(C(C)=O)c(C)n2-c1ccccc1 | 8.9
CCN1CCN(C/C=C/COc2cccc(OC)c2)CC1 | 9.5
CN1CCN=C1C1Sc2ccccc2C1=O (stereo not drawn) | -4.2
CCOC(=O)C(CC(=O)c1ccc2ccccc2c1)C(=O)CC (stereo not drawn) | 0.8
CCOc1cc(/C=C2\SC(=O)N(CC(=O)Nc3ccc(C)cc3)C2=O)c(Br)c(Br)c1O | -2.3
O=C(O)c1cc(-c2ccc(Cl)s2)nc2ccc(Br)cc12 | -2.6
Cn1ccnc1CN1CCN(Cc2nc(-c3ccccc3)no2)CC1 | 7.7
O=C(Nc1ccccc1)C(Cc1ccccc1)N1Cc2ccccc2C1=O (stereo not drawn) | 0.6
CCCCn1c2ccccc2c2nnc(SCC(=O)Nc3ccc(NC(C)=O)cc3)nc21 | 4.6
Cc1ccnc(NCc2cccc3ccccc23)c1 | 3.5
CC(NS(=O)(=O)c1ccc(CCC(=O)NCc2ccco2)cc1)c1ccccc1 (stereo not drawn) | -1.5
CC(C)CCNC(=O)CCCn1c(=O)c2cccn2c2ccccc21 | 3.6
COc1cc(OC)c(NC(=O)C2CCCN(c3ncnc4c3nc3n4CCCCC3)C2)cc1Cl (stereo not drawn) | 5.0
Cc1oc2ncn(C)c(=O)c2c1C(=O)NCCCN1CCCC(C)C1 (stereo not drawn) | 7.1
CCCc1c(C(=O)NC(C)C)nnn1-c1ccc(C)cc1 | 7.4
C=CCN=C1SC(C)C(=O)N1S(=O)(=O)c1ccc(C)cc1 (stereo not drawn) | -3.5
CCN=C1CC=CC=C(C(=O)/C=C/c2ncccc2C)C1=O | 35.8*
O=C1C[C@@H]2[C@@H](/C=C/[C@H](COc3cccc(Cl)c3)OC3CCCCO3)[C@H](OC3CCCCO3)C[C@@H]2O1 (stereo partly drawn) | -0.6
COc1ccc2nc(NC(=O)c3cc(=O)c4ccccc4o3)sc2c1 | 7.3
COc1cc(C)ccc1OCc1nc(C(=O)NCc2cccnc2)co1 | -0.9
C/C(=N\Nc1nc(-c2ccccc2)cs1)c1ccccc1 | 6.1
C=C(C)Cn1c(=S)[nH]c2sc3c(c2c1=O)CCC(C)C3 (stereo not drawn) | 6.4
Cc1ccc(Cl)cc1NS(=O)(=O)c1ccc2oc(=O)c3ncn(C)c3c2c1 | 1.3
CCC(CC)C(=O)N1CCCC(c2nc(C)ncc2-c2ccc(F)cc2)C1 (stereo not drawn) | -1.7
COC(=O)C1CCN(CC(O)COc2cccc(CNCC(F)(F)F)c2)CC1 (stereo not drawn) | 1.9
Cc1nn(-c2ccccc2)c(OC(=O)c2ccccc2Br)c1S(=O)(=O)c1ccccc1 | -1.1

High-throughput results from PubChem.
